ERp5 inh – blocks human ERp5 reductase activity on insulin; inhibition, % at 9.99 µM; 350,000 tested, 0.05% active; Q15084; ERp5 insulin aggregation, absorbance 650 nm, 90 min;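 active means mean replicate inhibition above about 25%, with every replicate also reaching it, limit read from the data, passing the limit was not always enough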
Target sequence (Q15084 whole entry, looked up): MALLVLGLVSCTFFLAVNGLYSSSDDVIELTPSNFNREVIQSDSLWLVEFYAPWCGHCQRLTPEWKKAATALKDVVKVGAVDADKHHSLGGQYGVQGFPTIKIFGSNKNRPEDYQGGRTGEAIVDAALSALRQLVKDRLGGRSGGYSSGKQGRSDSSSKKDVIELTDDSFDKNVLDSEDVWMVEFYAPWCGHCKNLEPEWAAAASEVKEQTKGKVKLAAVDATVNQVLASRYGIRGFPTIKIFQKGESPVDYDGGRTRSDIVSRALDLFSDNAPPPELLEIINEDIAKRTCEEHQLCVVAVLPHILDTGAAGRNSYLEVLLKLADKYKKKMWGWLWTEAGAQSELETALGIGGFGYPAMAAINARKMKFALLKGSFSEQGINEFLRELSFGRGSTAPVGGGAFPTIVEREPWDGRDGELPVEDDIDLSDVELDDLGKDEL
DENV2 CPE – protects cells from dengue virus 2 cytopathic effect | DENV2-infected cells, cytopathic effect rescue, plate reader | 350,000 tested, 1.7% active | AID 651640 | CPE inhibition, % at 9.99 µM; in the data active means CPE inhibition above about 20%, passing the limit was not always enough; tested in BHK-21 cells;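 further: 0% = median of neutral control wells and 100% = median of positive control wells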
INS-1E GSIS act – primary screen for activators of insulin secretion dependent on glucose, INS-1E cells, GLuc reporter luminescence; INS-1E GLuc reporter insulin secretion, 2-3 h; activation, % at 16.6 µM; 370,000 tested, 0.61% active;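 active means lowest replicate activation of at least 40%, so every replicate reaches that level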;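 further: 0% = median of neutral control wells and 100% = median of IBMX positive control wells; some compounds called inactive have numbers as strong as hits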
Xi reactivation – activators of X-chromosome reactivation in mouse fibroblasts | XiGFP mouse fibroblasts, % GFP-positive cells imaging, 3 d; cells co-treated with 5-aza-dC sensitizer; scaled so ellipticine positive control = 100% | activation, % at 7.58 µM | 360,000 tested, 0.055% active;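 active means mean normalized replicate activation at least 10% and every replicate at or above 10%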;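 further: 0% = median of on-plate neutral control wells and 100% = ellipticine 6 µM median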
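System: XiGFP fibroblasts, SV40-immortalized. Medium: DMEM plus 5-aza-dC sensitizer. Doses: single point. Timing: 3 d treatment, 15 min room-temperature fixation. Control set: ellipticine 6 µM.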
CFTR F508del cor – CFTR F508del correction in bronchial cells; CFBE cells, YFP halide quenching; stimulated with forskolin plus potentiator P3; % fluorescence drop versus neutral controls; 350,000 tested, 0.36% active; AID 720511; activity (quench increase), % at 7.58 µM;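 active means mean added fluorescence quench of at least 8% versus neutral control, with both replicates also reaching 8%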;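 further: cells transiently co-express mutant CFTR-F508del with the halide-sensitive YFP; corrector assay measuring rescue of mutant channel to the surface after 24 h compound exposure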
EWS-Fli block – EWS/Fli transcriptional activity inhibition | A673 NR0B1-luciferase reporter, viability-normalised | inhibition, % at 12.6 µM | 350,000 tested, 0.67% active | AID 651661;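 active means mean inhibition of at least 50% after viability correction, with every replicate also passing that limit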;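 further: firefly luciferase signal divided by Alamar Blue viability fluorescence both relative to DMSO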
PAX8 reporter – inhibitors of PAX8 transcriptional activity in RMG-I cells; RMG-I TPO-luciferase reporter, SteadyGlo, 24 h; inhibition, % at 12.6 µM; 360,000 tested, 1.2% active;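 active means mean replicate inhibition at least 60% with every replicate also reaching 60%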;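 further: luciferase light reporting Pax8 driven TPO promoter activity; plate controls were median of neutral control wells for no effect and mitoxantrone controls for full effect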
ARNT TACC3 PPI – ARNT/TACC3 interaction disruption; Q9Y6A5; AlphaScreen His-ARNT PAS-B/GST-TACC3 binding, luminescence; TACC3 fragment carries E629A point mutation; inhibition, % at 9.99 µM; 390,000 tested, 0.66% active; AID 623870;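 active means mean inhibition of replicates at least 50% and at least half of replicates each reaching 50%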;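 further: 0% = complete ARNT plus TACC3 wells and 100% = ARNT alone without TACC3; many hits fall short of the cut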
The depositor's hits bear a star; x = not tested or not shown; & = joins results of further samples.

SMILES	ERp5 inh	DENV2 CPE	INS-1E GSIS act	Xi reactivation	CFTR F508del cor	EWS-Fli block	PAX8 reporter	ARNT TACC3 PPI
CN(C)CC(=O)Nc1ccc2c(c1)[C@H]1C[C@@H](CC(=O)N3CCCCC3)O[C@H](CO)[C@H]1O2	0	-1	-2	0.0	1.7	3	-9	-7
CCOC(=O)c1c(NC(=S)N2CCOCC2)sc(C)c1C	6	1	x	0.2	1.5	9	5	1
COc1cccc(CNS(=O)(=O)c2cc(CN3C(=O)c4cccnc4C3=O)ccc2OC)c1	1	5	5	0.0	-0.2	x	-4	50*
COc1ccc(S(=O)(=O)N2CCCCC2)cc1NC(=O)CN(C)C1CCCCC1	6	-4	-17	0.1	-2.5	6	25	-2
COc1ccc(NC(=O)CCCn2cc([N+](=O)[O-])cn2)cc1	2	-1	-7	0.0	-0.6	-34	-17	4
Nc1ccc(CCCC(=O)NCc2cccnc2)cc1	0	-3	-25	-0.1	1.3	-3	4	x
C=C(C)CN(CC)C(=O)CN1C(=O)NC2(CCCc3ccccc32)C1=O (configuration not stated)	-3	13	-6	0.2	0.3	8	13	-1
COC(=O)NNC(=O)c1ccc(Cl)cc1Cl	-3	5	x	-0.1	x	-2	1	-4
C[C@H]1CN([C@@H](C)CO)C(=O)Cc2cc(NC(=O)Nc3ccc4c(c3)OCO4)ccc2O[C@@H]1CN(C)Cc1ccc(C(=O)Nc2ccccc2N)cc1	0	-9	-5	-1.1	1.9	4	-6	6
O=C(Nc1ccc(Cl)c(S(=O)(=O)N2CCOCC2)c1)c1cccs1	3	17	x	0.0	-0.1	14	-4	0
COc1ccc(C(=O)COC(=O)c2nn(C)c(=O)c3ccccc23)c(OC)c1	2	2	7	-0.1	-1.5	3	-3	3
O=C(CSCC(=O)OCC(=O)N1CCN(C(=O)c2ccco2)CC1)Nc1ccc(Cl)cc1	3	-6	10	-0.1	-1.3	6	-15	x
Cc1ccc(S(=O)(=O)N2CCOCC2)cc1NC(=O)CN(C)C1CCS(=O)(=O)C1 (configuration not stated)	-2	-1	-3	0.0	1.3	4	-4	-3
COc1ccc(Nc2c([N+](=O)[O-])ccc3c2=NC2(CCCCC2)N=3)cc1	3	2	-6	0.2	-4.6	1	16	8
CC(NS(=O)(=O)c1ccc2c(c1)C(=O)c1cc(S(=O)(=O)NC(C)C(=O)O)ccc1-2)C(=O)O (configuration not stated)	1	-2	1	0.0	1.1	12	24	x
O=C(O)c1cc(Cl)nc2ccccc12	9	0	7	1.8	-0.4	4	4	-6
CN1CCCCC(NC(=O)c2cccc(C(F)(F)F)c2)C1=O (configuration not stated)	4	8	3	0.1	2.4	-4	-2	x
O=C(Nc1cccc(S(=O)(=O)Nc2ccccc2F)c1)c1ccc2ccccc2n1	-2	2	14	0.5	0.3	8	2	3
CCn1c(-c2ccc3[nH]c(C)c(C)c3c2)n[nH]c1=S	0	x	2	x	4.0	-1	x	-13
COc1ccc(NS(=O)(=O)c2cc(NC(=O)CC(C)(C)C)ccc2N2CCCC2)cc1	0	3	x	-0.1	2.0	6	18	1
Cc1noc(C)c1S(=O)(=O)Nc1ccc2c(c1)C(=O)N([C@@H](C)CO)C[C@@H](C)[C@H](CN(C)C(=O)Nc1ccc(C(F)(F)F)cc1)O2	-1	-7	-21	0.1	0.4	-7	x	-8
COc1ccccc1C(=O)NCC(=O)N/N=C/c1cc(Br)ccc1OCc1ccccc1	1	-1	-3	0.0	x	-17	-6	-3
O=C(Nc1ccc(F)cc1)c1ccccc1NC(=O)C1CCCCC1C(=O)O (configuration not stated)	2	2	0	0.0	1.6	-1	-43	-8
COc1ccc(C)cc1NC(=O)CCNS(=O)(=O)c1cccc(C(F)(F)F)c1	5	-2	-46	0.0	-1.2	2	18	-2
Cc1cccc(NC(=O)CNC(=O)COC(=O)CCS(=O)(=O)c2ccccc2)c1C	7	7	-10	0.2	0.5	-7	-13	-13

The list goes on; the last 2 above are carried over.
SMILES	ERp5 inh	DENV2 CPE	INS-1E GSIS act	Xi reactivation	CFTR F508del cor	EWS-Fli block	PAX8 reporter	ARNT TACC3 PPI
COc1ccc(C)cc1NC(=O)CCNS(=O)(=O)c1cccc(C(F)(F)F)c1	5	-2	-46	0.0	-1.2	2	18	-2
Cc1cccc(NC(=O)CNC(=O)COC(=O)CCS(=O)(=O)c2ccccc2)c1C	7	7	-10	0.2	0.5	-7	-13	-13
Cc1ccc(-c2ccc3c(c2)O[C@@H](CN(C)C(=O)Nc2ccccc2)[C@@H](C)CN([C@H](C)CO)S3(=O)=O)cc1	-1	-2	-24	-0.3	2.3	-19	68*	-26
C[C@@H]1CN([C@H](C)CO)C(=O)c2cc(NC(=O)CCCN(C)C)ccc2O[C@@H]1CN(C)Cc1ccc(C(=O)O)cc1	-1	0	-5	0.1	-0.1	x	-17	6
Oc1ccc(/C=N/N2CCN(C3c4ccccc4-c4ccccc43)CC2)c(O)c1	3	-3	-5	0.0	-2.1	20	8	-4
COc1cc2c(cc1OC)CN(C(=S)Nc1ccc(OC(F)F)cc1)CC2	-6	-6	x	0.0	-0.2	-7	-7	0
Cc1ccccc1S(=O)(=O)N1[C@@H]2CNC[C@H]1C2c1ccc(-c2cccnc2)cc1 (some centres not stated)	7	-2&2	3&-5	0.0&0.0	-0.5&-0.6	-5	19	x
O=C(NCc1ccccc1)c1cccc(NC(=O)C2CCC2)c1	0	-12	14	0.0	-5.6	1	-1	-6
C[C@H]1CCCCO[C@H](CN(C)C(=O)c2ccccc2)[C@@H](C)CN([C@@H](C)CO)C(=O)c2cc(NC(=O)Nc3ccc(F)cc3)ccc2O1	0	28*	-5	0.1	-0.9	-3	4	5
C[C@H]1CN([C@@H](C)CO)C(=O)c2cc(C#Cc3cccc(F)c3)cnc2O[C@@H]1CN(C)CC1CCCC1	-4	15	x	x	-2.3	11	x	4
CCC1S/C(=N/N=C/c2ccco2)N(Cc2ccccc2)C1=O (configuration not stated)	0	-7	x	0.0	-0.3	-20	3	x
CCCC(=O)Nc1ccc2c(c1)C(=O)N(C)C[C@@H](OC)[C@@H](C)CN(C(=O)c1cnccn1)[C@@H](C)CO2	2	-7	7	-0.1	2.5	-2	x	-8
Cc1cccc(N(C)c2cc(C)nc3ncnn23)c1	1	-1	-2	0.3	0.9	1	-8	x
Cc1ccc(OC(=O)N(C)C[C@H]2OCc3ccccc3-c3ccccc3C(=O)N([C@@H](C)CO)C[C@@H]2C)cc1	x	x	7	0.5	-3.6	1	x	x
Cc1ccc(S(=O)(=O)Nc2ccccc2C(=O)OC(C)C(=O)Nc2ccc3ccccc3c2)cc1[N+](=O)[O-] (configuration not stated)	x	x	-36	1.1	x	x	27	-6
CC(C)CN(C(=O)c1ccc(S(=O)(=O)N2CCCC2)cc1)C1CCS(=O)(=O)C1 (configuration not stated)	-4	-3	2	-0.2	0.0	-8	-7	-6
Cc1nc(NC(=O)c2ccccc2)sc1C	5	0	13	0.1	4.9	-27	-57	0
CN(CCOc1ccc(Cl)cc1)C(=O)c1ccccc1SCC(=O)N1CCCC1	-4	1	-15	0.1	3.2	3	16	6
CO[C@H]1CN(C)C(=O)c2ccc(NC(C)=O)cc2OC[C@@H](C)N(C(=O)CN(C)C)C[C@@H]1C	x	x	5	-0.5	-0.2	6	-13	x
C[C@@H]1CN([C@@H](C)CO)C(=O)Cc2cc(NC(=O)Cc3ccccc3)ccc2O[C@@H]1CN(C)C(=O)Nc1cccc2ccccc12	6	5	-11	0.2	-0.9	-7	18	-5
CS(=O)(=O)NNC(=O)CN1C(=O)C2C3C=CC(C3)C2C1=O (configuration not stated)	-3	0	24	0.0	-0.9	1	2	-29
O=C(CN1C(=O)NC2(CCCC2)C1=O)OCc1ccc(Cl)c(Cl)c1	0	11	1	0.0	4.9	-2	-14	3
CN(C)c1nc(OCCNC(=O)Nc2ccc(Cl)cc2)nc(N(C)C)n1	3	1	12	0.1	0.2	-4	-15	-10
COc1cc(NC(=S)NCCCN2CCOCC2)c(OC)cc1NC(=O)c1ccco1	3	-6	2	0.2	-2.4	4	10	4
COc1ccccc1CNC(=O)C[C@@H]1C[C@@H]2c3cc(NC(=O)CN(C)C)ccc3O[C@@H]2[C@H](CO)O1	3	2	-12	0.2	-1.5	-6	0	2
Cc1cc(C)c(S(=O)(=O)N2CCN(C(=O)c3cccs3)CC2)c(C)c1	0	-4	-21	0.0	-1.6	10	-83	3
Cc1occc1C(=O)N/N=C/c1ccc2c(c1)OCO2	-1	2	-9	0.0	-1.4	-32	-57	-6
(cont.)
SMILES	ERp5 inh	DENV2 CPE	INS-1E GSIS act	Xi reactivation	CFTR F508del cor	EWS-Fli block	PAX8 reporter	ARNT TACC3 PPI
COc1ccccc1/C=N/NC(=O)c1cc2c(ccc3ccccc32)o1	9	6	-1	0.8	1.3	-19	x	-7
Cc1cc(=O)n2nc(N3CCCC(C(=O)Nc4ccc(C)c(C)c4)C3)sc2n1 (configuration not stated)	-1	-3	x	0.0	-3.6	1	-2	0
CC(OC(=O)c1ccc([N+](=O)[O-])cc1)C(=O)NCC1CCCCC1 (configuration not stated)	2	3	4	-0.2	0.1	1	-12	-1
Cc1cccc(/C(N)=N/OC(=O)Cc2cccc3ccccc23)c1	-1	x	-1	0.0	0.4	-7	-1	-6
CC(C)c1ccc(NC(=O)COC(=O)[C@H](CCC(N)=O)NC(=O)c2ccc(F)cc2)cc1	-17	x	6	0.1	x	-5	-13	-5
C[C@@H]1CN([C@H](C)CO)C(=O)c2cccc(NC(=O)c3cnccn3)c2O[C@H]1CN(C)Cc1ccc(C(=O)O)cc1	-7	4	-2	-0.1	-2.1	-16	x	-4
COc1ccccc1C#Cc1ccc([C@H]2[C@@H](CO)N3CCCCN(C(=O)C4CCCC4)C[C@@H]23)cc1	1	1	x	x	0.9	3	30	2
COc1ccc(S(=O)(=O)N2C[C@H]3CON(C)[C@H]3C[C@H]2c2cccc(Br)c2)cc1	0	-7	-7	0.2	0.1	-7	-2	-4
COc1ccccc1N1CCN(C(=O)c2ccc(NC3=NC4CS(=O)(=O)CC4S3)cc2)CC1 (configuration not stated)	-5	5	2	0.1	-2.8	-3	7	12
O=C(NC1CCCc2ccccc21)C1CCCN(S(=O)(=O)c2cnc[nH]2)C1 (configuration not stated)	-1	19	-8	0.2	-6.3	12	7	-10
O=C(NC1=NCCS1)c1ccc(Cl)c(S(=O)(=O)N2CCc3ccccc32)c1	4	11	0	0.0	1.1	-28	19	-2
O=C(NCC[C@@H]1CC[C@H](NS(=O)(=O)c2ccc(Cl)cc2)[C@H](CO)O1)c1ccccc1F	2	0	9	-0.4	0.2	-19	-2	x
Cc1ccc(-c2csc(NC(=O)C3=NN(C4CCS(=O)(=O)C4)C(=O)CC3)n2)cc1 (configuration not stated)	-2	2	21	-0.2	2.3	-3	-17	-2
COc1ccc(OC)c(CNc2ccc([N+](=O)[O-])cc2C)c1	-11	-2	7	0.1	1.0	-4	24	10
Clc1ccc2nc(CSc3nnc(-c4c[nH]c5ccccc45)o3)cn2c1	-4	5	-15	0.0	-0.9	6	3	0
Cc1ccc(C(=O)N2CCc3ccccc32)cc1[N+](=O)[O-]	1	1	0	0.1	-0.4	-28	8	1
O=C(NCc1ccco1)/C(=C\c1cccs1)NC(=O)c1ccco1	5	6	9	0.0	-4.3	2	6	35
Cc1cc(C)cc(N=C2SC(CC(=O)Nc3ccccc3)C(=O)N2CCN2CCOCC2)c1 (configuration not stated)	0	0	-17	0.0	-1.5	12	6	6

Structures listed so far that have bromine:
SMILES	ERp5 inh	DENV2 CPE	INS-1E GSIS act	Xi reactivation	CFTR F508del cor	EWS-Fli block	PAX8 reporter	ARNT TACC3 PPI
COc1ccccc1C(=O)NCC(=O)N/N=C/c1cc(Br)ccc1OCc1ccccc1	1	-1	-3	0.0	x	-17	-6	-3
COc1ccc(S(=O)(=O)N2C[C@H]3CON(C)[C@H]3C[C@H]2c2cccc(Br)c2)cc1	0	-7	-7	0.2	0.1	-7	-2	-4

Compound activity from PubChem BioAssay.
